Tau fluor cs = counter-screen for tau fibril formation inhibitors | tau K18 P301L (four-repeat tau fragment) Alexa594 fluorescence, heparin fibrillization | Potency, µM (doses to about 57.7 µM), for the others: at the top dose activity change, negative = decrease | 280,000 tested, 0.93% active | AID 1463; note: % is set by controls: 0 for no effect and ±100 for the full control effect; nearly all actives have a fitted effect of over 55% in size
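Human K18 P301L tau (15 uM unlabeled plus 0.24 uM Alexa 594-labeled, final) in 100 mM sodium acetate pH 7 was mixed with compound and 20 uM heparin and incubated 6 hr at 37 C.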
aGal spleen mod = inhibitors or activators of human alpha-galactosidase in spleen homogenate; Potency, µM (series often up to 80 µM), for the others: top-dose activity change, negative = inhibition, most hits filed as inhibitors; 240,000 tested, 0.008% active; AID 2107; human spleen homogenate, 4MU-alpha-Gal fluorescence, 40 min;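 note: 0% = enzyme with vehicle and -100% = no enzyme basal signal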
Target sequence (P06280 32-429 limits assumed): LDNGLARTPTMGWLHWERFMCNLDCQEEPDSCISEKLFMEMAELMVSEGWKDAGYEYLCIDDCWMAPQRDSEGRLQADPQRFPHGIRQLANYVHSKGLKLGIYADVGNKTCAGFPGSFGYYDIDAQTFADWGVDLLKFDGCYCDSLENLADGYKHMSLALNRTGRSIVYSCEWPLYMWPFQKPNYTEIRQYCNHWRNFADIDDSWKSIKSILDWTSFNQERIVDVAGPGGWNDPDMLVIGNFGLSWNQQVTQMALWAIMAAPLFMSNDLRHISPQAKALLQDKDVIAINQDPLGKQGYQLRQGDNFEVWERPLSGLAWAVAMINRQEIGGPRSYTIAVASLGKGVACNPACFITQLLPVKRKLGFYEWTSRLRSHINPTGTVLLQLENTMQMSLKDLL
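Fluorogenic readout (Ex 365/Em 440 nm) of 4-methylumbelliferone released from 1 mM 4-MU-alpha-galactoside by spleen homogenate, 40 min at 37C, pH 5.0. Data normalized to no-enzyme and enzyme controls; Hill-equation AC50 from compound titrations.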
GAA inhib = blocks human lysosomal alpha-glucosidase | Potency, µM (highest dose often 76.9 µM), for the others: top-dose activity change, negative = inhibition, actives largely listed as inhibitors | 200,000 tested, 0.005% active | purified human GAA, 4-MU-alpha-glucoside fluorescence | P10253;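 note: plate controls were uninhibited enzyme wells for no effect and no-enzyme background for full effect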
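Human enzyme at 4 nM with 400 uM 4-methylumbelliferyl-alpha-D-pyranoside, citrate/phosphate buffer pH 5.0, 0.005% Tween-20, 20 min at room temperature. Compounds up to 77 uM. 4-MU fluorescence (Ex 365/Em 440) read after NaOH/glycine stop; AC50 from Hill fit.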
NPSR antag = neuropeptide S receptor (human) antagonism, cAMP. Potency, µM (highest dose often 38.3 µM), for the others: at the highest dose activity change, negative = inhibition, hits mostly inhibitors. 220,000 tested, 1% active. CHO-NPSR cells, cAMP TR-FRET, antagonist mode; note: % is set by controls: 0 for no effect and ±100 for the full control effect; nearly all actives have a fitted effect of over 50% in size; many of its hits are not listed in these tables
Target sequence (Q6W5P4 whole entry, looked up): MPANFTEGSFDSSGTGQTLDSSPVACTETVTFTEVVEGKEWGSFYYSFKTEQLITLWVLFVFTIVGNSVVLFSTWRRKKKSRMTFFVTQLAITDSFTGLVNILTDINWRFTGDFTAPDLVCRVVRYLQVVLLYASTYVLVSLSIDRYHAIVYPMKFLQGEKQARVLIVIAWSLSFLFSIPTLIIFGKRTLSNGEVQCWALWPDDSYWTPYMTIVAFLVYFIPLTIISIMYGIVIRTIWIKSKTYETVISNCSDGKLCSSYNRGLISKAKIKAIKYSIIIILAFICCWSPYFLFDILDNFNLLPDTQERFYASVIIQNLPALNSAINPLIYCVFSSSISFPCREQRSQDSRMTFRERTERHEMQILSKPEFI
aGlu spleen mod = inhibitors or activators of human alpha-glucosidase in spleen homogenate | 240,000 tested, 0.006% active | Potency, µM (top dose mostly 79.9 µM), for inactives: at the highest dose activity change, negative = inhibition, actives largely listed as inhibitors | AID 2112 | human spleen homogenate, 4-MU-alpha-glucoside fluorescence;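 note: 0% = enzyme with vehicle and -100% = no enzyme basal signal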
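Compounds were titrated against alpha-glucosidase in spleen homogenate at pH 5.0, with 1 mM 4-methylumbelliferyl substrate for 40 min at 37 C. Reactions were quenched with pH 10 NaOH/glycine and fluorescence measured.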
Epigenetic reg = epigenetic control regulation, reporter derepression; murine LDR cells, GFP reporter derepression, 30 h; Potency, µM (top dose mostly 53.9 µM), for inactives: at the highest dose GFP activation, actives largely listed as activators; 280,000 tested, 0.2% active; AID 1865; note: % of control where 0% means no effect; nearly all actives have a fitted effect of over 60% in size
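Murine LDR cells bearing a silenced CMV-driven GFP reporter were exposed to compound for 30 h at 37 C. After PBS washes, GFP-positive cells (20-120 um objects) counted by laser-scanning microplate cytometry.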
ALDH1A1 block = blocks purified human ALDH1A1 activity; P00352; Purified ALDH1A1, NADH fluorescence, propionaldehyde substrate; Potency, µM (doses to about 75.3 µM), for inactives: top-dose activity, negative = inhibition, usual class: inhibitors; 220,000 tested, 7.3% active; AID 1030; active = well fitted inhibition curve with a large enough effect, not every such curve was filed as active; inconclusive = small, poorly fitted or top-dose-only effect, or another doubt; inactive = no such curve, though single readings can be large or run the other way;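 note: plate controls were no enzyme wells and a reference inhibitor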
GAA glycogen mod = GAA glycogen-cleavage inhibition or activation; 300,000 tested, 0.38% active; P10253; recombinant GAA, glycogen substrate, Amplex Red glucose oxidase fluorescence; Potency, µM (top dose mostly 76.4 µM), without a hit: at the top dose activity change, negative = inhibition, most hits filed as inhibitors;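 note: 0% = full enzyme reaction and -100% = no-enzyme basal signal; the screen sought inhibitors and activators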
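Recombinant enzyme (4 nM final) with compounds titrated up to 77 uM and bovine liver glycogen (30 ug) in citrate pH 5.0, 0.01% Tween-20, 37 C 40 min. Released glucose detected by Amplex Red/glucose oxidase (Ex 573/Em 610); AC50 from Hill fits.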
The depositor's hits bear a star; ? = inconclusive; / = not tested or not shown; & = joins results of further samples; [ ] = dose if it differs, or a comment. Unless noted, calls come from the whole dose curve; as a rule, active = well fitted curve in the direction sought with a large enough effect; inconclusive = small, poorly fitted or top-dose-only effect, or another doubt; inactive = no such curve, though single readings can be large; an effect the other way counts as inactive or inconclusive. Potency is the fitted concentration of half-maximal effect.

SMILES	Tau fluor cs	aGal spleen mod	GAA inhib	NPSR antag	aGlu spleen mod	Epigenetic reg	ALDH1A1 block	GAA glycogen mod
O=C(O)/C=C/c1cn(-c2ccccc2)nc1-c1ccc2c(c1)OCCO2	-8%	-2%	/	?	2%	0.1%	/	-1%
O=C(COC(=O)Cn1cnc2ccccc21)Nc1cc(S(=O)(=O)N2CCOCC2)ccc1Cl	-8%	2%	/	4%	-6%	-1.1%	/	-6%
O=C(Nc1cccc([N+](=O)[O-])c1)C12CC3CC(C1)CC(n1cnc([N+](=O)[O-])n1)(C3)C2	-9%	3%	-4%	-4%[46.1 µM]	-12%	0.0%	0%	4%
Cc1ccc(C2CC(c3cccc(Cl)c3)n3nc(N)nc3N2)cc1 (stereo unspecified)	-7%	5%	0%	-15%[46.1 µM]	2%	0.0%	0%	-5%
O=C(CCC(=O)OCc1ccc(Br)cc1)Nc1ccccc1	-6%	-1%	-11%	11%	-1%	-1.3%	-3%	6%
CCn1c(SCC(=O)Nc2ccc3c(c2)c2ccccc2n3CC)nnc1-c1ccco1	-5%	0%	-11%	-23%[46.1 µM]	-22%	-7.9%	?	-7%
COc1cccc(/C=N/NC(=O)Cn2ccnc2C)c1	3%	5%	8%	25%	8%	-3.2%	8%	-2%
Cc1cc(-c2nnc(CSc3nnc(NC(=O)c4ccc(C(C)(C)C)cc4)s3)o2)ccc1[N+](=O)[O-]	-7%	-6%	/	5%	-12%	1.0%	/	-1%
CCCCN(C)C(=O)CC(NS(=O)(=O)c1ccc(NC(C)=O)cc1)C(C)C (stereo unspecified)	-2%	-8%	0%	11%	-1%	4.1%	-10%	0%
CCOc1ccccc1NC(=O)c1ccccc1NS(C)(=O)=O	8%	5%	2%	-7%[46.1 µM]	-9%	-6.3%	11%	-1%
COC(=O)/C(C#N)=C1/C=Cc2ccccc2N1C	-4%	-6%	?	-1%[46.1 µM]	-9%	-1.2%	4%	4%
CCOc1ccc(-c2nc(CSCC(=O)N3CCN(C(=O)c4ccco4)CC3)c(C)o2)cc1	-14%	-8%	-8%[15.4 µM]	-5%[46.1 µM]	-5%	0.7%	?	7%
CC(=O)NC1C(Oc2ccccc2C)OC2COC(c3ccco3)OC2C1O (stereo unspecified)	4%	-3%	4%	29%	-4%	4.4%	5%	13%
Cc1ccccc1OCCCn1c(CO)nc2ccccc21	-12%	-3%	2%	-19%	-4%	-0.3%	-8%	-7%
O=C(C1CC(=O)N(c2ccccc2)C1)N1CCN(C2=NS(=O)(=O)c3ccccc32)CC1 (stereo unspecified)	-3%	10%	-6%	16%[46.1 µM]	13%	-1.1%	-75%	-17%
COc1ccc(Cl)cc1NC(=O)CN1CCC(n2nnc3cc(C)ccc32)CC1	-10%	-4%	-4%	?	-3%	-0.1%	0%	-4%
CCN(CC)S(=O)(=O)c1ccc(C)c(NC(=O)COc2ccc(Cl)cc2Br)c1	-14%	-4%	7%	-21%	-3%	2.9%	-3%	10%
N#Cc1nc(-c2ccc(Cl)cc2)oc1N1CCCCC1	-26%	-2%	?	?	2%	-2.2%	?	4%
O=C(CSc1ncccc1C(=O)O)c1cccc(C(F)(F)F)c1	-5%	-4%	0%	-7%	2%	-2.6%	?	2%
Cc1c(C(=O)N2CCN(C(=O)c3ccco3)CC2)sc2nc(-c3ccc(F)cc3)cn12	-3%	7%	-8%	-7%[46.1 µM]	7%	0.0%	-3%	1%
CCOc1ccccc1NC(=O)CCC(=O)Nc1ccccc1OCC	-1%	6%	?	15%[46.1 µM]	2%	5.7%	-5%	-2%
Cc1cnc(C(=O)Nc2ccc(C(C)C)cc2)cn1	-7%	2%	13%	-1%	-16%	-0.3%	-3%	0%
COc1ccc(N=C2C(=Nc3ccc(OC)cc3)N(c3ccc(OC)cc3)C(=S)N2C)cc1	?	-6%	-10%	-15%[46.1 µM]	2%	-1.7%	-15%	0%
CC(C)Oc1ccc(CCc2nnc(SCC(=O)O)n2-c2ccccc2)cc1	8%	2%	-1%	14%	2%	-0.4%	-2%	10%
CCOC(=O)c1c(-c2cccc(C)c2)csc1NC(=O)c1c(-c2ccccc2)noc1C	0%	-1%	-10%	-30%[46.1 µM]	-1%	2.0%	?	-16%
COC(=O)C(C)Sc1ncnc2c1nnn2-c1ccc(F)cc1 (stereo unspecified)	1%	-6%	3%	-13%[46.1 µM]	0%	?	5%	-5%
COc1ccc(-c2nc(C#N)c(NCCCN(C)C)o2)cc1OC	-9%	12%	3%	-20%[46.1 µM]	-3%	-19%	?	?
O=C(Cn1cnc2c(cnn2-c2ccc(F)cc2)c1=O)N1CCN(c2ccccc2)CC1	8%	6%	13%	1%[46.1 µM]	-3%	-3.0%	0%	-3%
Nc1nnnn1CC(=O)N/N=C/c1ccccn1	-11%	-3%	?	-16%	-1%	0.8%	1%	6%
O=C1CN(C(=O)CSc2nc(-c3ccc(Cl)cc3)cs2)c2ccccc2N1	?	-5%	-7%	-11%	-5%	0.1%	-4%	-6%

Quoted at random: 4 entries already listed
SMILES	Tau fluor cs	aGal spleen mod	GAA inhib	NPSR antag	aGlu spleen mod	Epigenetic reg	ALDH1A1 block	GAA glycogen mod
O=C1CN(C(=O)CSc2nc(-c3ccc(Cl)cc3)cs2)c2ccccc2N1	?	-5%	-7%	-11%	-5%	0.1%	-4%	-6%
Cc1cc(-c2nnc(CSc3nnc(NC(=O)c4ccc(C(C)(C)C)cc4)s3)o2)ccc1[N+](=O)[O-]	-7%	-6%	/	5%	-12%	1.0%	/	-1%
Nc1nnnn1CC(=O)N/N=C/c1ccccn1	-11%	-3%	?	-16%	-1%	0.8%	1%	6%
O=C(Cn1cnc2c(cnn2-c2ccc(F)cc2)c1=O)N1CCN(c2ccccc2)CC1	8%	6%	13%	1%[46.1 µM]	-3%	-3.0%	0%	-3%

(further entries)
SMILES	Tau fluor cs	aGal spleen mod	GAA inhib	NPSR antag	aGlu spleen mod	Epigenetic reg	ALDH1A1 block	GAA glycogen mod
O=C(N/N=C/c1ccc(-c2ccccc2[N+](=O)[O-])o1)[C@H]1C[C@@H]1c1ccccc1	?	-8%	-30%	-9%	-9%	1.9%	-5%	2%
COc1ccccc1N(C(=O)CNC(=O)c1ccco1)C(C(=O)NC1CCCC1)c1ccncc1 (stereo unspecified)	1%	11%	1%	-1%[46.1 µM]	9%	3.7%	-3%	-15%
Cc1ccc(OCCn2cc(/C=C(\C#N)C(=O)NCC3CCCO3)c3ccccc32)cc1C (stereo unspecified)	-17%	-9%	-3%	-12%	-9%	0.0%	?	-11%
NC(=O)/C(=N\O)c1ccccc1	-3%	10%	?	2%[46.1 µM]	4%	1.3%	10%	10%
CC(=O)OC1c2c(ccc3ccc(=O)oc23)OC(C)(C)C1OC(=O)CC(C)C (stereo unspecified)	-9%&-9%	6%&9%	-8%[15.4 µM]	?	-22%&-4%	1.2%&8.3%	?	1%
CCN1CCN(C(=O)N[C@@H](C(=O)N[C@@H]2C(=O)N3[C@@H]2SC(C)(C)[C@@H]3C(=O)O)c2ccccc2)C(=O)C1=O	15%	4%	-2%[15.4 µM]	28%	4%	-5.5%	6%	-2%
COc1ccc(N=C2SC(C(=O)Nc3ccc(OC)cc3)CC(=O)N2CCN2CCOCC2)cc1 (stereo unspecified)	-21%	5%	-5%	-8%	6%	8.2%	?	-1%
COc1ccc(COC(=O)N/N=C(\C)CC(=O)NCc2ccc(Cl)cc2)cc1	-11%	1%	1%	-1%	-3%	-0.1%	8%	-1%
CCOC(=O)c1ccc(N2C(=O)CC(N3CCOCC3)C2=O)cc1 (stereo unspecified)	6%	11%	-10%	3%[46.1 µM]	3%	1.1%	25µM*	-4%
Cc1cccc(OCC(=O)NNC(=O)CCc2ccccc2)c1	0%	2%	1%	-5%	-3%	3.2%	4%	-2%
CCc1cc2cc(C)cc(C)c2nc1Cl	1%	-2%	12%	6%	4%	-1.5%	5%	-6%
CC(C)CCn1c(=O)c2ccccc2n2c(CCl)nnc12	3%	5%	-4%	?	2%	-1.5%	25µM*	3%
Cc1ccc(-n2[nH]c(C)c(/C=N/c3ccccn3)c2=O)cc1	-9%	-2%	-18%	5%[46.1 µM]	-5%	0.8%	-8%	-3%
CCOC(=O)CSC1=Nc2ccccc2C2=NC(CC(=O)NCc3ccc(OC)cc3)C(=O)N12 (stereo unspecified)	1%	3%	-4%	-7%[46.1 µM]	1%	-2.4%	?	-9%
CN1CCN(S(=O)(=O)c2ccc(N3CCN(S(=O)(=O)c4cccs4)CC3)nc2)CC1	-9%	7%	-7%	-6%[46.1 µM]	0%	3.2%	-8%	6%
O=C(c1ccc(-n2cccn2)cc1)N1CCc2ccccc2C1	-13%	-4%	/	-4%	-7%	-1.0%	/	-4%
COc1ccc(-n2c(Cn3nc(C(F)(F)F)cc3C)n[nH]c2=S)cc1	-3%	3%	-2%	6%	0%	1.3%	10%	-8%
COc1ccc(C(=O)c2c[nH]c(C(=O)NCC3CCCO3)c2)cc1 (stereo unspecified)	2%	-1%	1%	-4%[46.1 µM]	-5%	-3.4%	?	6%
CCOc1cc(CN2CCCCC2)ccc1OC	9%	4%	-15%	-4%[46.1 µM]	-5%	-1.0%	0%	-11%
CCc1ccccc1NC(=S)NC1CC2CCC(C1)N2Cc1ccco1 (stereo unspecified)	4%	2%	10%	-4%[46.1 µM]	-13%	-1.1%	6%	0%
O=C(CNCc1cccnc1)Nc1cc(C(F)(F)F)ccc1N1CCOCC1	-7%	-8%	-1%	9%	-5%	0.0%	?	4%
CCOC(=O)Nc1ccc(OCc2nnc3c4ccccc4c(C)nn23)cc1	-23%	-4%	8%	8%	-2%	3.8%	0%	-10%
Cc1ccc(-c2csc(NC(=O)COC(=O)c3cccc(S(=O)(=O)N4CCOCC4)c3)n2)cc1	-16%	5%	-6%	-15%[46.1 µM]	2%	-1.0%	-2%	0%
O=C1C=C(N2CCCCCC2)C2(CCCCC2)O1	4%	-2%	10%	-7%	1%	-1.1%	8.9µM*	10%
CC(=O)c1c(C)[nH]c(C(=O)Nc2cc(C)cc(C)c2)c1C	?	1%	-16%	-12%[46.1 µM]	-1%	-4.5%	5%	-9%
CC(NC(=O)Nn1cnnc1)(C(F)(F)F)C(F)(F)F	-3%	-13%	-5%	7%[46.1 µM]	-3%	0.9%	-6%	7%

Assay outcomes deposited in PubChem by National Center for Advancing Translational Sciences (NCATS).

This is a subset; count on the stated rates, not on these rows.
